APP transl inh: APP translation inhibition. SH-SY5Y APP 5'UTR-luciferase reporter, luminescence. inhibition, % at 2 µM. hit rate 0.82% among 190,000. AID 1285;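 active = inhibition above a set limit, derived from the sample mean plus 3 SD, cut at about 45% in these data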; note: values of inactives mirror those of a sister screen read the other way
ROMK primary: modulates human ROMK potassium channel activity; Tet-inducible ROMK, thallium flux fluorescence; actives lie on both sides; B-score at 10 µM; hit rate 2% among 130,000; P48048;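 active = signal ratio slope over the read window, or its plate-corrected B-score, at least 3 SD from the plate mean, either direction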;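 note: B-score of the F/F0 ratio slope over 7 to 12 s after thallium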
Target sequence (P48048 whole entry, looked up): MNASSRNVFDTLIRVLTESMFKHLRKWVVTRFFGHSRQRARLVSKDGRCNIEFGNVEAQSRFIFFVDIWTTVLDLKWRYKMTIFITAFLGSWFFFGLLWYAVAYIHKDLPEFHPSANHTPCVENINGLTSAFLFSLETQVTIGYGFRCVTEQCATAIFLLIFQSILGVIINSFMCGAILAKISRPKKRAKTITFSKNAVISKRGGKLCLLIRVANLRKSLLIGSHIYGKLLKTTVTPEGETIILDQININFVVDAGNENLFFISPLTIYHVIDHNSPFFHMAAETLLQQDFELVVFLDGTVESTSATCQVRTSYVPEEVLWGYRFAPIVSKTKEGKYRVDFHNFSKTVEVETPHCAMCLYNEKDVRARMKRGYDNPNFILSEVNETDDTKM
APP 5'UTR act: activates APP 5'UTR luciferase reporter | activation, % at 2 µM | hit rate 1% among 190,000 | SH-SY5Y APP 5'UTR luciferase reporter, luminescence; zero percent = DMSO vehicle wells;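 active = activation above a set limit, based on mean plus 3 SD of controls, cut at about 140% in these data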; note: values of inactives mirror those of a sister screen read the other way
STAT3 activator: activators of IL-6 induced STAT3 signaling; U3A cells, IL-6 STAT3-luciferase reporter, luminescence; 100% = signal with IL-6 EC80 alone; activation (% of control), % at 5.6 µM; hit rate 0.91% among 190,000;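 active = activation above the screen-wide mean of compound activation plus 3 SD, cut at about 130% in these data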;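 note: 0% = background luminescence of wells with medium and substrate only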
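Material: human U3A cells carrying STAT3-luciferase construct. Measured by: reporter luminescence signal. Timing: compound 1 h, then IL-6 6 h at 37 °C.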
NF-kB expr up: raises NF-kB expression in human neuronal cells. NF-kB reporter expression; stronger effect = higher value. fold change at 12.5 µM. hit rate 1.6% among 190,000. AID 1239; in the data active = fold change above about 3.3
STAT1 blocker: reduces IFN-gamma driven STAT1 reporter signal; NIH 3T3 STAT1-luciferase reporter, luminescence; inhibition, % at 5.5 µM; hit rate 0.35% among 200,000;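 active = inhibition above a set limit, the mean inhibition across all tested compounds plus 3 SD, cut at about 34% in these data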;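 note: 0% = IFN-gamma with DMSO and 100% = IFN-gamma with 300 µM nifuroxazide; values of inactives mirror those of a sister screen read the other way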
FLuc inh counter: Photinus pyralis luciferase inhibition counter-screen. P08659. ATPLite firefly luciferase biochemical luminescence, 10 min. inhibition, % at 10 µM. hit rate 1.5% among 200,000;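 active = inhibition above about 50% when tested at 10 µM, limit read from the data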
Target sequence (P08659 whole entry, looked up): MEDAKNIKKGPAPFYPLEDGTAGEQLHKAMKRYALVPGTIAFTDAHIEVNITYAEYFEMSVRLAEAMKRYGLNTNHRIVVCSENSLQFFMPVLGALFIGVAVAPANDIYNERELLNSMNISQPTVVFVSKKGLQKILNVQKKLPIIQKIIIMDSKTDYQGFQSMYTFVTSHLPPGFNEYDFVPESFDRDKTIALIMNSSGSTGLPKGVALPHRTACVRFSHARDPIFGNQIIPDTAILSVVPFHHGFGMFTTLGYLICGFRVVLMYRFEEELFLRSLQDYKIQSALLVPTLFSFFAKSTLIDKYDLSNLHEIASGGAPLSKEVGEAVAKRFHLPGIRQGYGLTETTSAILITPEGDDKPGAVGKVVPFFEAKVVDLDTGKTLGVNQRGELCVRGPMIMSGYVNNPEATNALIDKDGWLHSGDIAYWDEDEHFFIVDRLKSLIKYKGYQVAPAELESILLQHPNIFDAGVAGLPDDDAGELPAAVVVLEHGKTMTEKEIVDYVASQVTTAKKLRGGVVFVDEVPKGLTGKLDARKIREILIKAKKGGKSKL
STAT1 activator: activators of IFN-gamma induced STAT1 signaling | AID 932 | activation (% of control), % at 5.5 µM | NIH 3T3 STAT1-luciferase reporter, luminescence; 100% = IFN-gamma alone, no compound | hit rate 2.6% among 200,000;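 active = activation above the screen-wide mean activation plus 3 SD, cut at about 130% in these data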;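 note: raw ratio to IFN-gamma control signal so 100% means no change and 0% no light; values of inactives mirror those of a sister screen read the other way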
STAT3 blocker: STAT3 signaling inhibition. U3A cells, IL-6 STAT3-luciferase reporter, luminescence; host cell line lacks STAT1. inhibition, % at 5.5 µM. hit rate 0.89% among 190,000. AID 862;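 active = inhibition above the mean inhibition across all screened compounds plus 3 SD, cut at about 44% in these data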;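 note: 0% = DMSO only wells and 100% = 100 µM nifuroxazide control wells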
FLuc stim CS: affects firefly luciferase, flagging false hits in luciferase stimulation screens | P08659 | ATPlite luciferase biochemical, luminescence, 10 min; 0 = ATP-free wells, 1 = DMSO control | 200,000 tested, under 10 active | activation factor at 10 µM;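 active = luciferase activation factor, scaled between plate controls, of at least 2 with compound at 10 µM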
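Assay system: Luciferase/luciferin detection reagent, cell-free biochemical luciferase assay / Read-out: luciferase activation / Benchmarks: No-ATP low control, compound-free enzyme-plus-ATP high control / Medium: PBS buffer for ATP / Detection: luminescence measurement of luciferase light output / Schedule: 10 min at ambient temperature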
Numbers without * were called inactive; / = no result given. Outcome played no part in choosing rows; any-hit rate near 7.1%.

SMILES | APP transl inh | ROMK primary | APP 5'UTR act | STAT3 activator | NF-kB expr up | STAT1 blocker | FLuc inh counter | STAT1 activator | STAT3 blocker | FLuc stim CS
CC(Oc1ccc(Br)cc1)c1nc2c3ccccc3nc(=S)n2[nH]1 (stereo unspecified) | 14.5 | 2.91* | -14.5 | 99.6 | 0.88 | -12.1 | -5.7 | 109.7 | 2.5 | 1.1
CCOC(=O)CN1CC23C=CC(O2)C(C(=O)NCc2ccc(F)cc2)C3C1=O (stereo unspecified) | 4.9 | / | -4.9 | 101.5 | 1 | -7.3 | 0.3 | 104.0 | -2.8 | 1
COCCCNC(=O)c1cc(C(=O)c2ccccc2Br)c[nH]1 | -10.4 | -0.752 | 10.4 | 93.9 | 1.43 | 0.8 | -1.5 | 99.9 | 8.1 | 1
CCc1ccc(NC(=O)c2onc(C)c2Cl)cc1 | -135.4 | / | 135.4* | 141.2* | 6* | -47.4 | 34.1 | 143.0* | -45.5 | 0.7
O=C(CNS(=O)(=O)c1cccc2nsnc12)NC1CCCCC1 | -20.0 | / | 20.0 | 108.1 | 1.2 | -2.4 | -3.4 | 103.5 | -2.8 | 1
CC(=O)Nc1nc(Cn2nnc(-c3ccc4c(c3)OCO4)n2)nc(N(C)C)n1 | 16.3 | -0.496 | -16.3 | 89.7 | 0.98 | -3.4 | -0.6 | 101.2 | 17.7 | 1
NCCCCCc1nnc(SCc2ccc(Cl)c(Cl)c2)o1 | -4.4 | / | 4.4 | 107.1 | 0.93 | 2.1 | -7.6 | 98.0 | -3.4 | 1.1
CCN(CC)C1CC(=O)N(c2cccc(C)c2)C1=O (stereo unspecified) | -13.9 | / | 13.9 | 102.5 | 1.16 | 0.1 | -6.4 | 100.8 | -2.8 | 1.1
COc1ccccc1C(=O)CSc1ccccn1 | -19.6 | / | 19.6 | 91.5 | 1.74 | -25.3 | 10.7 | 121.5 | 14.1 | 0.9
O=C(Nc1c2c(nn1-c1ccc(Cl)cc1)CS(=O)(=O)C2)c1ccc2c(c1)OCO2 | -7.0 | / | 7.0 | 92.0 | 1.26 | -3.3 | -11.0 | 103.0 | 13.0 | 1.1
COc1ccc(S(=O)(=O)NC(CC(=O)N2CCc3ccccc32)c2ccco2)cc1 (stereo unspecified) | -4.4 | / | 4.4 | 104.4 | 0.82 | 5.8 | -5.3 | 94.7 | -0.3 | 1.1
COc1ccccc1CC(=O)Nc1ccccc1C(=O)O | / | 0.435 | / | 109.4 | 1.01 | 2.4 | -5.1 | 97.4 | -11.1 | 1.1
O=C(N/C(=C\c1cn(-c2ccccc2)nc1-c1ccccc1)C(=O)N1CCOCC1)c1ccccc1 | 14.9 | / | -14.9 | 101.4 | 1.07 | 0.7 | -8.1 | 99.4 | -2.2 | 1.1
O=C(O)CCc1ccc(S(=O)(=O)NCCc2ccccc2)cc1 | -1.5 | / | 1.5 | 100.7 | 0.94 | -0.8 | -4.5 | 100.7 | 2.7 | 1
O=C1/C(=C/c2cccnc2)CC/C1=C\c1cccnc1 | -13.8 | -0.0398 | 13.8 | 96.7 | 1.12 | 3.5 | 32.8 | 95.1 | 13.8 | 0.7

Two entries from above, with values under each structure:
Results follow in this order: APP transl inh	ROMK primary	APP 5'UTR act	STAT3 activator	NF-kB expr up	STAT1 blocker	FLuc inh counter	STAT1 activator	STAT3 blocker	FLuc stim CS
COCCCNC(=O)c1cc(C(=O)c2ccccc2Br)c[nH]1
  -10.4	-0.752	10.4	93.9	1.43	0.8	-1.5	99.9	8.1	1
CCOC(=O)CN1CC23C=CC(O2)C(C(=O)NCc2ccc(F)cc2)C3C1=O (stereo unspecified)
  4.9	/	-4.9	101.5	1	-7.3	0.3	104.0	-2.8	1

Continuation:
SMILES | APP transl inh | ROMK primary | APP 5'UTR act | STAT3 activator | NF-kB expr up | STAT1 blocker | FLuc inh counter | STAT1 activator | STAT3 blocker | FLuc stim CS
CCOC(=O)CCc1c(C)c2ccc(OCc3nn[nH]n3)cc2oc1=O | 2.1 | / | -2.1 | 89.3 | 1.04 | 1.2 | -6.4 | 98.8 | 14.9 | 1.1
CN(CC(=O)Nc1ccccc1Cl)CC(=O)Nc1ccccc1[N+](=O)[O-] | 3.1 | 0.647 | -3.1 | 118.5 | 1.68 | 9.4 | -5.9 | 90.9 | -13.0 | 1.1
COc1ccc(N2CCN(c3nc(Cl)nc(N4CCOCC4)n3)CC2)cc1 | -4.9 | -0.45 | 4.9 | 85.8 | 1.06 | 7.0 | -0.1 | 96.0 | 18.9 | 1
COC(=O)c1nc(-c2ccccc2)oc1N(C)C | 0.2 | 0.0528 | -0.2 | 84.2 | 0.98 | -1.2 | -3.1 | 101.1 | 22.4 | 1
Cc1cccc(NC(=O)CCNC(=O)c2ccco2)c1C | 21.3 | 0.539 | -21.3 | 101.7 | 1.3 | 3.9 | -3.0 | 97.0 | -1.5 | 1
CC(=O)Nc1ccc(OCC=C(Cl)Cl)cc1 | 5.9 | -1.01 | -5.9 | 99.4 | 1.35 | 0.5 | -1.4 | 99.6 | 4.1 | 1
COc1ccc(C)cc1S(=O)(=O)N1CCN(c2cccc(C(F)(F)F)c2)CC1 | 0.0 | -0.505 | 0.0 | 102.7 | 0.82 | 4.7 | -4.7 | 95.7 | -0.4 | 1
Fc1cccc(Cl)c1CNc1ccc(N2CCCC2)cc1 | -17.5 | -0.018 | 17.5 | 109.1 | 1.13 | 4.0 | 22.2 | 94.9 | -6.0 | 0.8
O=C(CN1CCOc2ccccc21)NCc1ccccc1 | 29.9 | -0.239 | -29.9 | 90.6 | 1.33 | 3.9 | -2.6 | 96.4 | 10.8 | 1
COc1ccccc1NC(=O)c1ccc(NS(=O)(=O)c2c(C)noc2C)cc1 | 12.7 | / | -12.7 | 100.1 | 1.06 | -6.2 | -5.6 | 105.6 | 9.8 | 1.1
CCOC(=O)N1CCC(Nc2c(-c3ccc(C)cc3)c(=O)c2=O)CC1 | 11.7 | / | -11.7 | 103.4 | 0.99 | 5.0 | 4.2 | 95.4 | -1.3 | 1
Cc1ccc2c(CN3C(=O)NC4(CCCCC4)C3=O)cc(=O)oc2c1C | -23.5 | -0.746 | 23.5 | 102.9 | 1.09 | 4.9 | 2.0 | 93.9 | 0.9 | 1
CC(O)(CS(=O)(=O)Cc1cccc(C(F)(F)F)c1)C(=O)Nc1cccc(C(F)(F)F)c1 (stereo unspecified) | -6.1 | / | 6.1 | 103.9 | 0.89 | -0.3 | -3.1 | 100.3 | 1.1 | 1
CC(C)C1CC(CCNCc2ccc(N(C)C)cc2)(c2ccccc2)CCO1 (stereo unspecified) | -3.6 | / | 3.6 | 102.7 | 0.87 | 8.1 | -10.8 | 92.6 | -3.7 | 1.1
Cc1nc2c(sc3nc4c(cc32)COC(C)(C)C4)c(=O)o1 | -2.5 | / | 2.5 | 99.0 | 1.08 | -1.9 | -4.5 | 101.7 | 8.5 | 1
CCc1ccc(-c2cc(-c3n[nH]c(=S)n3CC)c3ccccc3n2)cc1 | -26.5 | 0.714 | 26.5 | 104.7 | 1.44 | -24.5 | 63.9* | 121.6 | -0.6 | 0.4
CCC(=O)N1CCc2cc(S(=O)(=O)NCCN3CCCCC3CC)ccc21 (stereo unspecified) | 13.9 | 0.125 | -13.9 | 102.3 | 0.94 | 1.1 | 4.8 | 102.2 | -2.7 | 1
CNS(=O)(=O)c1cnccc1N1CCN(c2cccc(C)c2)CC1 | -0.9 | 1.47 | 0.9 | 103.3 | 0.83 | 3.8 | -1.2 | 96.5 | -5.7 | 1
O=C1NC2(CCCCC2)C(=O)N1CCS(=O)(=O)Oc1ccc(Br)cc1 | -24.8 | -0.0502 | 24.8 | 101.2 | 0.98 | 10.0 | -11.1 | 89.1 | 2.3 | 1.1
CCCCCCC1CC(CCc2nc(=S)[nH][nH]2)C(=O)O1 (stereo unspecified) | 6.4 | -0.00309 | -6.4 | 102.9 | 1.4 | -4.2 | 9.7 | 103.4 | -2.1 | 0.9
COC(=O)c1ccc(C(=O)NC(=S)Nc2ccc3nc(SC)sc3c2)cc1 | 2.8 | 1.39 | -2.8 | 97.2 | 1.15 | -9.2 | -5.9 | 108.1 | 3.5 | 1.1
COc1ccc(/C=N/NC(=O)c2ccc3ccccc3c2)cc1OS(=O)(=O)c1ccc(NC(C)=O)cc1 | 71.5* | 1.85 | -71.5 | 93.7 | 0.61 | 6.5 | -3.3 | 94.1 | 13.7 | 1
CN(CC(=O)Nc1ccccc1C(=O)N1CCCC1)S(=O)(=O)c1ccc(Cl)cc1 | -1.3 | 2.3 | 1.2 | 102.2 | 1.01 | 2.4 | -6.8 | 97.8 | 4.3 | 1.1
CC(C)N(C(=O)CSc1ncnc2sc(-c3ccccc3)cc12)C(C)C | 3.3 | 1.31 | -3.4 | 106.2 | 1.17 | 3.8 | -2.6 | 96.5 | -2.6 | 1
Cc1ccc(Oc2cc(NC(=O)CCCn3nc([N+](=O)[O-])c(Cl)c3C)cc([N+](=O)[O-])c2)cc1 | -6.1 | -0.17 | 6.1 | 105.6 | 1.07 | -1.6 | -5.5 | 101.6 | -8.6 | 1.1
CC1=C/C(=N\NC(=O)c2ccccc2)CC1 | 8.0 | -0.0153 | -8.0 | 102.1 | 1.19 | -24.6 | -1.3 | 121.9 | -5.2 | 1
c1cncc(Nc2nc(-c3cccnc3)cs2)c1 | -26.2 | / | 26.2 | 107.5 | 0.65 | -10.4 | -0.8 | 111.1 | -4.6 | 1
Cc1cc(CN2C(=O)c3ccccc3C2=O)on1 | 6.8 | -0.297 | -6.8 | 105.3 | 1.27 | -5.1 | -6.7 | 104.7 | -3.5 | 1.1
COC(=O)c1ccc(NC(=O)c2cccc(C)c2[N+](=O)[O-])cc1 | 12.7 | -0.411 | -12.7 | 95.6 | 1.22 | -10.4 | -1.3 | 107.8 | 8.9 | 1
CCCC(c1nnnn1CCc1ccccc1)N1CCN(C(=O)c2ccco2)CC1 (stereo unspecified) | -8.9 | / | 8.9 | 108.4 | 1.14 | -2.4 | -4.4 | 102.2 | -4.6 | 1
CCOC(=O)Cc1csc(NC(=S)NC(=O)CC(C)C)n1 | 9.6 | -0.14 | -9.6 | 106.1 | 1.13 | -1.9 | -7.7 | 101.7 | -7.3 | 1.1
CC(=O)c1ccc(N2C(=O)[C@@H]3C(C(=O)CCN4C(=O)c5ccccc5C4=O)=NN[C@@H]3C2=O)cc1 | 3.9 | / | -3.9 | 96.7 | 1.01 | -7.3 | 2.2 | 106.5 | 3.2 | 1
COc1ccc(CNC(=O)c2cccc3c2C(=O)N(Cc2cccnc2)C3)cc1 | 13.9 | / | -13.9 | 88.8 | 0.79 | 10.3 | -5.1 | 91.5 | 19.4 | 1.1
Cc1ccc(CN2CCN(Cc3cccn3-c3ccccn3)CC2CCO)cc1 (stereo unspecified) | -14.7 | -0.00339 | 14.7 | 105.0 | 1.2 | -1.6 | -2.4 | 100.5 | -4.8 | 1
CC(/C=C1\SC(=O)N(CCCC(=O)O)C1=O)=C\c1ccccc1 | 78.5* | -0.914 | -78.5 | 31.1 | 0.28 | 35.8* | 9.6 | 66.3 | 83.7* | 0.9
O=C(Nc1ccccc1-c1ccccc1)c1ccc(Br)o1 | 13.7 | -0.237 | -13.7 | 86.5 | 1.13 | 11.9 | -5.6 | 89.0 | 21.0 | 1.1
CCc1ccccc1N(C(C)=O)c1nc(CCl)cs1 | 12.3 | 0.0623 | -12.3 | 99.1 | 1.35 | -1.6 | -3.7 | 100.2 | 6.3 | 1
